From PubChem BioAssay
sPLA2-III inh = human group III sPLA2 inhibitors, primary screen, biochemical, QFRET, BODIPY PC-A2 liposome substrate | Group 3 secretory phospholipase A2 (Homo sapiens), Q9NZ20 | QFRET BODIPY PC-A2 liposome hydrolysis, fluorescence | inhibition, % at 12.2 µM | 0.56% of 370,000 active;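 active = inhibition above mean plus 3 SD of compounds lying within the high and low control bounds, cut at about 19% in these data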;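 also: 0% = median of test compound wells and 100% = no enzyme DMSO wells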
ASAP1 GAP inh = inhibitors of human ASAP1 ArfGAP activity, primary screen, biochemical, fluorescence polarization | Arf-GAP with SH3 domain, ANK repeat and PH domain-containing protein 1 (Homo sapiens), … | ASAP1-stimulated ARF1 GTP hydrolysis, GDP FP detection | inhibition, % at 16.5 µM | 0.19% of 360,000 active; in the data active = inhibition above about 25%;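 also: 0% = vehicle with enzyme and substrate and 100% = no enzyme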
Target sequence (Q9ULH1 325-724 limits assumed): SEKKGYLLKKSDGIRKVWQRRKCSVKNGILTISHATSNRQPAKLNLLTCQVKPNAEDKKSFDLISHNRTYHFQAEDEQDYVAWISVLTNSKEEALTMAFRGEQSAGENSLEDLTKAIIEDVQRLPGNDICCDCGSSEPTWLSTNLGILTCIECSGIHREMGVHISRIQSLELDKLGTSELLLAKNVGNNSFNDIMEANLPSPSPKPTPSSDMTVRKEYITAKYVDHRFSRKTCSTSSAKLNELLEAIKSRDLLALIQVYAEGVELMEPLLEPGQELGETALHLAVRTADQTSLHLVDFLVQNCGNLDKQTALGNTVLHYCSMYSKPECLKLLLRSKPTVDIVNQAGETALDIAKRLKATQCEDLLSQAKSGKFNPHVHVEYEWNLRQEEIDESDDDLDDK
ADAM10 inh = human ADAM10 inhibitors, primary screen, biochemical, QFRET, HTS; 0.62% of 370,000 active; Disintegrin and metalloproteinase domain-containing protein 10 (Homo sapiens), O14672; inhibition, % at 7 µM; recombinant ADAM10, EDANS/DABCYL FRET peptide cleavage, 3 h;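 active = inhibition above a per-campaign cutoff equal to the mean of compounds falling between control-based bounds plus 3 SD, cut at about 20% in these data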;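 also: 0% = DMSO wells while the 100% control is not disclosed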
NPR2 activator = human GC-B receptor activators, primary screen, HEK293 GC-B cells, cGMP TR-FRET, EC30 CNP; AID 1920062, 2024; activation, % at 10 µM; 0% at EC30 CNP, 100% saturating CNP; Atrial natriuretic peptide receptor 2 (Homo sapiens), P20594; 0.11% of 370,000 active;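 active = activation at 10 µM reaching about 35% in either raw or pattern-adjusted values, limit read from the data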
NPR1 activator = GC-A stimulated cGMP production enhancers – HEK293 GC-A cells, cGMP TR-FRET, EC30 ANP, primary screen; AID 1671463, 2021; 0% at EC30 ANP, 100% saturating ANP; 0.14% of 370,000 active; activation, % at 10 µM; in the data active = activation above about 40%
ARFGAP1 inhibitor = inhibitors of rat ARFGAP1 GAP activity, primary screen, biochemical, fluorescence polarization, GDP tracer | ADP-ribosylation factor GTPase-activating protein 1 (Rattus norvegicus), Q62848 | Arfgap1-stimulated ARF1 GTP hydrolysis, GDP FP detection | inhibition, % at 16.5 µM | 0.26% of 360,000 active;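 active = inhibition above a per-plate limit, mean inhibition of low control wells plus 3 SD, cut at about 25% in these data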;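 also: 0% = DMSO wells with enzyme and 100% = wells lacking Arfgap1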
Target sequence (Q62848 1-136 limits assumed): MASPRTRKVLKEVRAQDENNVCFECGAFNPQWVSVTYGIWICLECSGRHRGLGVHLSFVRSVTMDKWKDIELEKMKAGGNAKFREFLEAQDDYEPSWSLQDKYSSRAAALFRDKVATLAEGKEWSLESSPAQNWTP
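material = rat Arfgap1 catalytic domain, aa 1-136 | also added = human ARF1(Δ1-17)-GTP substrate | compound dosing = one concentration, 16.5 µM, DMSO 1.26% | times = GTP hydrolysis reaction 2 h at 25 °C | measured by = FP, GDP Alexa 633 tracer displaced from anti-GDP antibody, 620/688 nm | evaluation = percent inhibition of Arfgap1-stimulated GTP hydrolysis | replication = single well per compound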
KLK7 zymogen act = proKLK7 zymogen activators, primary screen, biochemical, fluorescence intensity; 0.9% of 370,000 active; activation, % at 7 µM; AID 652039, 2013; purified proKLK7, EDANS-DABCYL substrate fluorescence; 100% is mature enzyme control, 0% vehicle; Kallikrein-7 (Homo sapiens), P49862;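 active = activation above the mean of all tested compounds plus 3 SD, computed per campaign excluding outliers beyond control limits, cut at about 13% in these data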
Target sequence (P49862 whole entry, looked up): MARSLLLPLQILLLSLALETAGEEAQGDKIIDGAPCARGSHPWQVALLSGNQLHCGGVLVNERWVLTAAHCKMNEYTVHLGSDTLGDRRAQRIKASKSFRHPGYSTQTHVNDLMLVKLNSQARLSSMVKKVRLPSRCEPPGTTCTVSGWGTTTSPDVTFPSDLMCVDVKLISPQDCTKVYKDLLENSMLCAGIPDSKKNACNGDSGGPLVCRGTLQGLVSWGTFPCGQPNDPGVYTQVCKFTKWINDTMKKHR
GAA850 FXN act = FXN promoter activators, primary screen, cell-based, luciferase luminescence, HEK293 lucGAA850. HEK293 lucGAA850 FXN promoter luciferase reporter, 24 h; percent of 10 µM SAHA response. activation, % at 6 µM. 0.56% of 360,000 active;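 active = activation above the average of all compounds screened plus 3 SD, cutoff fixed separately per campaign, cut at about 7.5% in these data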;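 also: 0% = DMSO wells and 100% = 10 µM SAHA wells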
Tn6 DDE FP = inhibitors of Tn6 peptide binding to fibrin DD(E), primary screen, biochemical, fluorescence polarization, human fibrin, Tn6 probe; inhibition, % at 8.3 µM; 0.21% of 370,000 active; Fibrin DD(E) TRITC-Tn6 fluorescence polarization displacement;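 active = inhibition above a per-campaign cutoff: mean of compounds within control limits plus 3 SD, cut at about 15% in these data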;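 also: 0% = median of all compound wells on the plate and 100% = blocking peptide control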
rCAG RNA binder = binders of r(CAG) RNA repeats, primary screen, biochemical, fluorescence; r(CAG) RNA repeat, TO-PRO-1 dye displacement fluorescence; inhibition, % at 3 µM; 1.3% of 370,000 active;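 active = inhibition above the plate cutoff, the mean of all test compounds on that plate plus 3 SD, cut at about 35% in these data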;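 also: 0% = DMSO alone and 100% = 100 µM mitoxantrone as full dye displacement; higher means more dye released from RNA so lower well fluorescence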
Starred values were filed as active, the others as inactive; i = inactive; x = not tested or not shown.

mol	sPLA2-III inh	ASAP1 GAP inh	ADAM10 inh	NPR2 activator	NPR1 activator	ARFGAP1 inhibitor	KLK7 zymogen act	GAA850 FXN act	Tn6 DDE FP	rCAG RNA binder
CCOC(=O)Cn1c(=O)c2c(nc3n2CCCCN3c2ccc(OCC)cc2)n(C)c1=O	-1	-11	-8	3	0	-5	-0.2	1.4	2	-6
O=C(CN1CC(=O)Oc2ccccc21)OCC(=O)c1ccc(Br)cc1	4	-1	-6	-12	6	-6	-0.2	2.1	1	1
COc1ccc(C2C(C)C3(O)CC(C#N)(C(=O)N3)C2(C#N)C#N)cc1 (stereo not given)	5	8	2	2	-2	6	0.1	2.1	4	0
COc1cc(/C=C/C(=O)c2c(O)cc(C)oc2=O)cc(OC)c1O	-15	1	-11	-8	-2	-8	-1.9	2.6	-2	18
S=C(NN=C1CCN(Cc2ccccc2)CC1)NC1CCCCC1	6	7	-4	-8	-3	-2	0.0	0.9	-3	-4
COc1ccc(CN2C(=O)c3ccccc3C2c2nnnn2C(C)C)cc1OC (stereo not given)	7	3	2	1	-2	-7	-0.2	x	2	-2
COC(=O)c1cc(NC(=O)Cc2ccc(OC)cc2)cc(C(=O)OC)c1	-4	5	-1	-3	-10	16	1.2	-4.0	7	4
O=C(Nc1ccccc1)c1cc(C2CCCCN2S(=O)(=O)c2ccc(F)cc2F)on1 (stereo not given)	-4	13	0	0	-3	-2	0.3	4.4	8	2
CCOC(=O)N1CCC(N2C(=O)c3ccccc3C2Nc2c(C)cccc2C)CC1 (stereo not given)	8	-13	-10	-1	2	-2	0.4	-0.6	0	-2
O=C(c1ccc(COc2ccc3c(c2)CCC3)o1)N1CCN(c2ccccc2)CC1	2	2	5	0	3	5	0.2	3.3	2	0
O=S(=O)(c1ccccc1F)N1CCN(C(=S)NCc2ccccc2)CC1	4	-5	0	4	2	14	-0.2	-1.2	3	0
O=C(Cc1cccs1)NC1CCCC1	2	-1	-3	1	-1	-3	-0.5	-0.7	5	2
NC(=S)NNc1ccnc2cc(Cl)ccc12	5	4	-2	-10	-6	-6	16*	1.1	8	2
ON=C(c1ccccc1)c1ccc2c3c(cccc13)CC2	1	1	2	2	1	-8	0.4	1.7	-1	8
COCC1CCCCN1Cc1cn[nH]c1-c1ccc2cc(OC)ccc2c1 (stereo not given)	-9	-3	2	-3	-1	9	-0.8	2.8	1	-2
Cc1cccc(NC(=S)NC2CC3CCC(C2)N3Cc2ccco2)c1C (stereo not given)	11	-6	4	0	-2	-5	-0.1	1.7	-7	-5
CN[C@H]1C[C@H]2c3[nH]c4c(-c5ccc6c(c5)OCO6)cccc4c3CCN2C[C@H]1[C@H](C)O	0	x	-14	-18	-8	x	-0.1	x	-6	13
Cc1cccnc1C(NC(=O)C1CCN(CCOc2ccc(F)cc2)CC1)c1ccc(F)cc1 (stereo not given)	-7	0	7	-1	2	3	0.7	-1.2	0	0
Cc1ccc(-n2c(SCC(=O)c3c(N)n(C4CC4)c(=O)[nH]c3=O)nnc2N2CCOCC2)cc1	9	-19	-9	1	4	8	0.0	-0.8	-2	-5
Cc1ccc(NC(=O)Cn2c(=S)[nH]c3ccccc32)cc1	10	1	0	1	-1	6	0.1	3.6	14	7
Clc1ccc(CSc2nnc(-c3cccs3)o2)cc1Cl	0	x	-3	-1	-6	x	-0.3	x	1	0
Cc1cccn2c(=O)c3cc(C(=O)NCCc4ccccc4)c(=N)n(CC4CCCO4)c3nc12 (stereo not given)	1	-5	i	1	17	-6	-3.6	0.9	-2	4
COc1ccc(/C=C/C(=O)O/N=C(\N)c2ccccc2)cc1OC	-11	5	-87	-3	4	3	-0.2	7.5	2	-1
CCOC(=O)C1(CCOC)CCN(C(=O)Cc2ccc3ccccc3c2)CC1	-7	0	-4	-1	0	1	0.4	1.1	-2	-9
CC(C)Cc1cc(C(=O)NCCc2ccccc2)no1	7	14	-10	4	7	6	-0.1	5.2	0	-1
COc1cc(/C=C/C(=O)OCC(=O)Nc2nnc(-c3ccccc3)o2)cc(OC)c1OC	1	-3	-10	0	1	2	-0.4	2.1	7	10
Cc1[nH]c2ccccc2c1SCC(=O)NC1CCCCC1	-1	-6	-3	0	-1	-1	-0.3	-1.3	0	-3
COCC(C)NC(=O)NC(=O)c1ccc(Cl)cc1 (stereo not given)	4	8	8	3	3	-1	0.4	2.0	7	0
CC(C)CCNC(=O)c1sc2ccc(S(=O)(=O)N3CCCCC3)cc2c1N	-10	5	1	1	4	-10	-1.4	-2.2	-5	5
CCOC(=O)c1c[nH]c2nc(C)ccc2c1=O	-6	0	-22	1	0	-13	-13	2.8	-3	-5
COc1ccc2oc(C(F)(F)C(F)(F)F)cc(=O)c2c1	10	-6	-4	3	-1	0	-0.4	-1.6	-8	-3
S=c1[nH]nc(C2CCCCC2)n1/N=C/c1ccco1	13	-1	-7	6	1	13	0.2	-1.5	5	-3
CCOC(=O)c1c(NC(=O)CSc2nnc(C)o2)sc(C)c1C	-7	-3	6	-2	8	-9	0.0	0.5	-1	-5
CC(C)(C)OC(=O)N1CCC[C@@H]1C(=O)NCc1ccccc1Cl	8	11	-9	-3	1	-12	-0.8	x	3	-1
CCN(CC)C(=O)c1oc2ccc(S(=O)(=O)N3CCCCCC3)cc2c1C	6	8	-8	x	x	11	0.3	1.0	1	-6
CCOP(=O)(c1ccc(N(C)C)cc1)C(O)c1ccccc1 (stereo not given)	-2	-17	2	6	3	8	-0.3	0.4	0	-1
COC(=O)c1c(NC(=O)c2ccc(C)c(S(=O)(=O)Nc3ccccc3C)c2)sc2c1CCCC2	0	-5	-3	2	0	-3	0.6	-3.3	-9	1
O=C(CSc1ccccc1Cl)N1CCOCC1	6	4	0	1	4	0	0.0	2.0	4	0
Cc1ccc(C(=O)N2CCN(S(=O)(=O)c3ccccc3[N+](=O)[O-])C2)cc1	6	0	-7	-4	2	7	-0.2	2.4	-10	-5
COc1ccc(N2C(=O)NC3CC2(C)Oc2ccc(Br)cc23)cc1OC (stereo not given)	-5	2	12	-1	3	2	0.8	1.5	2	-5
CC(C)(C)S(=O)N1Cc2cc(C(=O)NCc3ccc4c(c3)OCO4)nc(-c3cccc(-c4ccncc4)c3)c2[C@H]1CCO (stereo not given in full)	-10	3	-16	4	4	19	0.6	x	-6	9
Cn1cc(C2NC(=O)c3ccccc3N2)c2ccccc21 (stereo not given)	-3	-13	-143	-8	-3	-10	0.5	1.7	-5	10
Cc1ccc(-c2csc(C3C(N)=NC(S)=C(C#N)C34CCCCC4)n2)cc1 (stereo not given)	4	4	15	-6	-7	4	0.6	-0.7	-1	23
Cc1cc2c(c(C)nn2-c2ccccc2)c(=O)o1	2	13	-5	-1	1	17	-0.4	-0.3	-4	-4
O=c1c2ccccc2ncn1Cc1ccccc1	8	5	3	-2	2	4	-0.3	3.0	-4	0
Cn1c(=O)c2ncn(CC(=O)Nc3cccc(-c4nc5ccccc5s4)c3)c2n(C)c1=O	-3	0	-38	-2	20	5	0.3	1.3	0	11
CN(C)CCNc1ccc(-c2n[nH]c(=O)c3ccccc23)cc1[N+](=O)[O-]	6	7	5	-2	-8	-15	-0.3	0.4	-8	-1
O=c1[nH]nc(CNc2ccc(Cl)cc2Cl)c2ccccc12	0	-2	9	-16	32	11	-0.1	5.5	-4	8
CS(=O)(=O)N(CC(=O)Nc1ccc2c(c1)OCCO2)Cc1ccccc1	3	-3	1	0	5	-2	-0.1	-1.9	2	-2
COc1ccc(-n2c(CNc3ccc(C)cc3)nnc2SCc2ccccc2)cc1	-6	-1	4	-4	-3	7	0.5	1.0	5	1
Nc1cc(=O)[nH]c(SCc2ccc(Cl)cc2)n1	1	11	-10	0	-4	-6	0.2	-0.2	-2	-1
O=S(=O)(CCc1nc2ccccc2[nH]1)c1ccc(Br)cc1	-3	-5	-1	5	-2	13	0.0	0.0	0	-1
COc1cc(OC)cc(C(=O)Nc2cc(-c3cn4cccnc4n3)ccc2C)c1	-1	-4	i	1	0	6	14*	-0.6	5	8
CC(=O)c1sc(NC(=O)CCCc2nc3ccccc3c(=O)[nH]2)nc1-c1ccccc1	-14	5	-3	-4	-6	-5	0.3	-1.4	-1	-1
CCOc1ccc(-n2c(SCC(N)=O)nc3c([nH]c4ccccc43)c2=O)cc1	6	-5	-15	-8	8	5	-0.8	0.5	-4	2
COc1ccccc1CN1CC(C(=O)NCc2nc3ccccc3n2C)CCC1=O (stereo not given)	1	-4	-14	-2	1	8	0.3	0.4	-8	-5
COc1cccc(/C=C(\CC(=O)O)c2nc3ccccc3s2)c1	-7	5	-24	-3	-3	-22	0.9	2.2	0	18
COc1ccc(N2CCN(C3CCCN(Cc4cccc(OC)c4)C3)CC2)cc1 (stereo not given)	9	-7	6	-4	-1	5	0.3	0.8	0	-9
CC(C)c1ccc(NC(=O)C(c2ccc3c(c2)OCO3)N2CCCCC2)cc1 (stereo not given)	8	-13	-6	0	1	-1	0.3	-4.1	-5	-1
O=c1c2ccccc2nc(-c2ccccc2Cl)n1O	-1	5	-1	0	-1	10	-0.2	1.6	1	1

Next structures:
mol	sPLA2-III inh	ASAP1 GAP inh	ADAM10 inh	NPR2 activator	NPR1 activator	ARFGAP1 inhibitor	KLK7 zymogen act	GAA850 FXN act	Tn6 DDE FP	rCAG RNA binder
CCOC(=O)CSc1nn(C)c(=S)s1	-4	6	-1	-7	4	8	0.0	1.1	0	0
Cc1ccc([C@H]2C[C@H](n3cc(C4CC4)nn3)[C@@H](O)CN2C(=O)c2cccs2)cc1	3	3	-7	4	-3	-1	-0.4	-1.9	-2	2
Cn1c(=O)c2c(nc(SCC(=O)N3c4ccccc4CCc4ccccc43)n2C)n(C)c1=O	3	5	10	-8	-8	10	0.3	1.5	-6	-2
Cc1cc(C)cc(NC(=O)Nc2ccc(-n3ccc(C(F)(F)F)n3)cc2)c1	-4	2	0	0	-4	3	0.5	1.4	5	1
O=C(Nc1ccc2[nH]ccc2c1)c1cc(-c2ccc(Cl)cc2)nc2ccccc12	9	x	5	-7	1	x	-4.1	x	0	21
